# PhoP inhibition = inhibitors of PhoP regulon expression, primary screen, Salmonella Typhimurium, GFP reporter (AID 1863); S. Typhimurium PhoP-regulated promoter GFP reporter, 4 h; higher % means a stronger effect; one-dose inhibition, % at 50 µM; IC50 in µM for titrated hits; 300,000 tested, 0.16% active;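 active = inhibition over 29.93%, a cutoff 3 SD above the screen mean, later confirmed by dose response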;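 also: 0% = low Mg2+ inducing control and 100% = high Mg2+ repressing control; strong numbers were not always called active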
# ER stress rescue = rescue of cells from ER stress-induced death, primary screen, 384-well, CSM14.1, thapsigargin, ATP luminescence (AID 1222) | 190,000 tested, under 10 active | cellular ATP content (survival), % at 20 µM; hits with a dose series show EC50 in µM | CSM14.1 thapsigargin-induced death rescue, ATP luminescence; higher % means a stronger effect;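 active = EC50 below 50 µM in the dose-response confirmation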;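 also: death triggered by thapsigargin at about 15 µM added after 2 h compound pretreatment; cell ATP read after overnight thapsigargin exposure of roughly 18 to 22 hours; normalized against plate controls of thapsigargin alone and 5% DMSO vehicle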
# Hep lipid drop = inhibitors of hepatocyte lipid droplet formation, primary screen, imaging, high-throughput imaging, BODIPY stain; AML12 mouse hepatocytes, oleate lipid droplets; 240,000 tested, 0.4% active; inhibition, % at 6.5 µM;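 active = lipid droplet intensity inhibited by at least 50%, with more than 500 cells counted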
#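 System: AML12 hepatocytes (mouse). Probe or stimulus: oleic acid at 100 µM to induce lipid droplet formation. Times: overnight treatment with compound plus oleate. Detection: Image-based BODIPY and DAPI two-channel analysis. Evaluation: percent inhibition of filter-corrected integrated lipid droplet intensity per well.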
# MT stabilizer = microtubule stabilizers in HeLa cells, primary screen, imaging, high-content imaging; 200,000 tested, 0.83% active; % tubulin-high responders, % at 10 µM; AID 2205, 2009; HeLa tubulin immunostaining HCS, 24 h; share of cells brighter than vehicle mean+2SD;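 active = plate Z-score above 3 for both tubulin-high and condensed-nucleus cell shares, with cell loss under 80%, at 10 µM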;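 also: anti alpha tubulin signal scored within the nucleus-defined area of each cell; some results filed as inactive read as strong as hits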
# Autophagy HCS = autophagy modulators in MEF cells, primary screen, imaging, high-content, MEF GFP-LC3. calls only at 10 µM (by protocol). 190,000 tested, 0.98% active. MEF GFP-LC3 puncta imaging; test concentration mostly 10 µM;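 active = percentage of spot-positive cells more than 3 SD above its plate mean, without a fluorescence outlier flag or 80% toxicity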;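 also: spot-positive cell cutoff set from DMSO-treated cells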
# T cell modulator = modulators of CD8 T cell-vesicle binding, primary screen, mouse 2C CD8+ T cells, flow cytometry | 2C CD8+ T cell-vesicle binding; active compounds read low | calls only at 7 µM | 330,000 tested, 0.068% active | AID 2052, 2009;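 active = response, share of CD8 T cells binding vesicles, and their 90th percentile fluorescence all below set limits, cut at about 80% in these data, passing the limit was not always enough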
#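 Material: 2C TCR transgenic mouse naive CD8+ T cells, MACS-purified. Also added: QL9-charged Drosophila Ld/ICAM-1/B7-1 vesicles. Timing: binding 1.5 h at 37 °C. Measured by: high-throughput flow cytometry with anti-B7-1 and anti-CD8 staining. Read-out: percent CD8+ FL2 mean versus row control. Controls: Unloaded micro-vesicles (low), QL9 vesicles with 0.7% DMSO (high).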
# bCat nuc transl = modulators of beta-catenin nuclear translocation, primary screen, imaging, HeLa cells, immunofluorescence, high-content; nuclear translocation activity, % at 5 µM; 190,000 tested, 0.3% active; AID 1665, 2009;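 active = nuclear translocation activity above 50% at 5 µM, with a well cell count of 50 or more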;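 also: per-cell ratio of nuclear to cytoplasmic median beta-catenin stain intensity; plate controls were DMSO negative control for no effect and GSK-3 inhibitor IX positive control for full effect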
#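 Test system: HeLa cells, endogenous beta-catenin; Compound: single 5 µM dose plus 0.02–20 µM confirmation series; Times: compound exposure 24 h at 37°C; Signal: fluorescence imaging of beta-catenin antibody stain plus DAPI; Read-out: % activation, nuclear-to-cytoplasmic median beta-catenin signal ratio per cell.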
# Ins promoter up = insulin promoter activators in MIN6 cells, imaging, high-content screening, mouse beta cells; MIN6 insulin promoter-GFP reporter; active compounds read high; 190,000 tested, 0.3% active; z-score at 5 µM;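 active = z-score above 3 at 5 µM with at least 500 cells counted in the well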
# Dynein cargo inh = inhibitors of GR-EGFP nuclear translocation, primary screen, dynein cargo transport inhibitor project, imaging, high-content, 3617.4 mouse cells; test concentration mostly 20 µM; stimulated with dexamethasone, 1 µM; active compounds read low; z-score, hits read low; 220,000 tested, 0.47% active;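 active = plate z-score of nuclear minus cytoplasmic receptor signal below a set negative limit, without overly bright fluorescence or cell loss, cut at about -3.5 in these data, passing the limit was not always enough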;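 also: z-score of nuclear minus cytoplasmic ring GR-EGFP intensity difference per well; some compounds called inactive have numbers as strong as hits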
#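 Buffer or medium: Induction medium lacking tetracycline, stripped serum | Also added: Dexamethasone agonist, 1.0 µM final, for 30 min | Timing: 48 h induction, 1 h compound, 30 min dex at 37 °C | Detection: Formaldehyde fixation, Hoechst nuclear stain, 10x automated fluorescence imaging | Measure: Nuclear versus cytoplasmic GR-EGFP signal, averaged per well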
# Dynein cargo inh cytoplasmic EGFP = second read-out of Dynein cargo inh, no call of its own (marks repeat the call); z-score; measured here: cytoplasmic GR-EGFP intensity; active compounds read high
# Dynein cargo inh nuclear GR-EGFP = recorded beside Dynein cargo inh, whose call it bears; z-score; measured here: nuclear GR-EGFP intensity;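 lower value marks the stronger effect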
# Dynein cargo inh cell count = recorded beside Dynein cargo inh, whose call it bears; z-score; measured here: cell count per field
# Ins promoter up cell count = also measured in Ins promoter up; calls as there; cell count; measured here: cytotoxicity, nuclei count;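 total cells summed across four imaged fields per well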
# Hep lipid drop cells 6.5 µM = also measured in Hep lipid drop; calls as there; cell count; measured here: cell count, cytotoxicity flag;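 cells counted across two imaged fields per well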
# bCat nuc transl cell count 5 µM = further read-out of bCat nuc transl, marked with its call; cell count; measured here: cell count, cytotoxicity flag
# T cell modulator vesicle-bound % = also measured in T cell modulator; calls as there; double positive events, %; measured here: CD8+ vesicle-bound cell fraction;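 binding gate set so that unloaded-vesicle control wells show 10% double positive cells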
# MT stabilizer Hoechst-high % = further read-out of MT stabilizer, marked with its call; % Hoechst-high responders; measured here: nuclear condensation Hoechst responders;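 share of cells brighter than vehicle mean plus two SD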
# MT stabilizer cytotoxicity % = further read-out of MT stabilizer, marked with its call; toxicity, %; measured here: cytotoxicity by cell density;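 0% = mean cell density of plate MIN control wells and 100% = no cells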
# Autophagy HCS cell loss 18 h = recorded beside Autophagy HCS, whose call it bears; toxicity, %; measured here: cell loss, nuclei count;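 cell loss after 18 h compound exposure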
# Starred values were filed as active, the others as inactive; i = inactive; x = not tested or not shown.
SMILES,PhoP inhibition,ER stress rescue,Hep lipid drop,Hep lipid drop cells 6.5 µM,MT stabilizer,MT stabilizer Hoechst-high %,MT stabilizer cytotoxicity %,Autophagy HCS,Autophagy HCS cell loss 18 h,T cell modulator,T cell modulator vesicle-bound %,bCat nuc transl,bCat nuc transl cell count 5 µM,Ins promoter up,Ins promoter up cell count,Dynein cargo inh,Dynein cargo inh cytoplasmic EGFP,Dynein cargo inh nuclear GR-EGFP,Dynein cargo inh cell count
Cc1c(C(=O)NCc2ccco2)oc2ccc(S(=O)(=O)N3CCC4(CC3)OCCO4)cc12,-7%,2.7%,x,x,4.0,1.9,12,i,-3,i,33,0.8,1396,-0.13,1498,-0.26,-0.11,-0.012,0.59
O=C(C1=C[C@H](c2ccc3c(c2)OCO3)C[C@H](OCCCCO)O1)N1CCOCC1,-9%,0.2%,0,602,3.1,0.9,2.5,i,-5,x,x,-2.1,1182,x,x,-0.38,-0.22,0.085,-0.64
O=C(O)c1nc(N2CCCC2)ncc1Cl,-2%,-2.8%,-7,801,2.0,0.6,3.6,i,29,i,36,1.5,893,x,x,0.6,-0.22,0.57,0.054
Oc1ccc(/C=N/NC(=S)Nc2cccnc2)c(O)c1O,8%,x,-24,689,x,x,x,x,x,x,x,1.8,1291,-0.34,915,1.9,0.37,2.1,-2.4
CCOCCCNC(=O)COc1ccc(OC)cc1,22%,0.3%,8,777,2.4,0.9,9.0,i,26,i,24,-0.4,1249,-1.5,976,1.8,-0.099,0.95,-0.61
Cc1cc2ccccc2c(=O)n1CC(=O)NCC(=O)N1CCN(c2ccccc2)CC1,-7%,-2.4%,x,x,2.2,2.4,11,i,5,i,45,-0.3,1325,0.5,1280,-0.017,-0.33,0.16,0.5
COc1ccc(-c2cc([C@H]3[C@@H]4C=CCC[C@@]4(C)C(=O)N3Cc3ccccc3)ccc2F)cc1OC,1%,x,-10,665,x,x,x,x,x,i,35,-1.4,1184,x,x,-1.5,0.63,-0.62,-0.074
Nc1c(N(CCO)C(=O)C2CCCCC2)c(=O)[nH]c(=O)n1Cc1ccccc1,-2%,x,-64,712,x,x,x,x,x,i,43,0.2,1354,x,x,1.7,-0.24,0.62,-0.27
CN(C)S(=O)(=O)c1ccc2nnn(OCC(=O)NC34CC5CC(CC(C5)C3)C4)c2c1,10%,-1.7%,-1,614,4.5,3.5,5.0,i,12,i,0,x,x,0.13,1383,-0.63,-0.21,-0.34,0.51
Cc1ccc(OCCNC(=O)C2CC(=O)N(c3ccc(C)cc3)C2)cc1 (stereo unspecified),-10%,-0.2%,0,733,2.3,2.3,7.6,i,0,i,40,x,x,-0.75,800,1.4,-0.27,0.72,0.39
Cc1ccc(NC(=O)C2CCCN2S(=O)(=O)c2ccc3c(c2)n(C)c(=O)c(=O)n3C)cc1C (stereo unspecified),-7%,-2.3%,0,696,2.7,2.4,3.0,i,-4,i,44,-2.5,601,0.41,1282,-0.34,-0.19,0.66,-0.24
Cc1ccc(N(CC(=O)NCc2ccccc2Cl)S(=O)(=O)c2cccs2)cc1,-9%,-1.2%,-2,774,3.5,1.6,5.2,i,1,i,25,-1.5,1224,-0.12,1007,0.15,-0.25,0.017,0.18
Cc1nn2c(N)c(C#N)cnc2c1-c1ccccc1,4%,-1.1%,x,x,2.5,1.7,0.5,i,0,i,50,-7.0,588,-1.1,1229,0.31,-0.23,0.045,0.82
COc1cc(OC)cc(C(=O)OCC(=O)Nc2ccc(N3CCCCC3)cc2)c1,-7%,2.7%,-14,747,1.7,1.8,9.7,i,-3,i,33,-3.3,1205,0.01,944,-0.019,0.027,0.32,-0.19
Brc1csc(/C=N/Nc2nc3ccccc3s2)c1,-15%,-1.9%,24,702,5.0,4.6,1.4,i,-9,i,51,0.4,1079,-0.9,1233,0.88,-0.18,1.1,-1.9
Cc1ccc(C(C(=O)NC2CCCCC2)N(Cc2ccco2)C(=O)Cn2cnc3ccccc32)cc1 (stereo unspecified),6%,2.1%,-7,705,1.9,2.0,6.1,i,-4,i,32,3.7,1090,0.04,1173,0.58,0.43,0.41,0.28
CCOCCCn1c(=NC(=O)c2cccs2)c(C#N)cc2c(=O)n3cccc(C)c3nc21,-24%,x,-9,719,x,x,x,x,x,i,13,1.1,1342,0.17,1055,-0.53,-0.3,0.31,0.44
CC(/C=C/c1ccc2c(c1)OCO2)=N/NC(=O)c1ccc(C)nc1,-8%,-1.4%,-15,567,2.4,3.0,3.0,i,-41,i,42,1.5,1064,0.49,1450,0.29,-0.23,0.35,0.14
O=[N+]([O-])c1cc(S(=O)(=O)Nc2ccc(Cl)cc2)ccc1N/N=C/c1ccncc1,4%,-0.7%,7,654,11,3.7,10,i,11,i,49,0.8,1086,-0.03,1487,-0.082,0.93,0.35,0.99
COc1ccc(CCCC(=O)O)c(C)c1,-4%,-0.3%,-10,779,2.8,0.6,50,i,0,i,42,-2.6,1244,0.52,1237,-0.33,-0.28,0.19,-0.15
CNC(=O)NC(=O)COC(=O)CCCSc1nc2ccccc2s1,-11%,1.6%,13,656,3.0,2.7,5.9,i,13,i,47,-2.7,572,0.08,1462,0.29,-0.2,-0.011,-0.63
Cc1nnc(SCC(=O)N(Cc2ccccc2)C(C)C)n1-c1ccccc1,17%,-2.1%,10,823,1.1,1.3,11,i,-3,i,30,-3.4,1213,-0.03,841,1.3,0.6,1.2,-1.9
Cc1ccc(S(=O)(=O)Nc2ccccc2C(=O)NCc2cccnc2)cc1,8%,0.5%,27,704,2.7,1.7,2.0,i,-40,i,37,-0.6,1122,0.66,1488,1.2,0.0021,0.98,-1.6
CCOc1cccc(=O)c2c(C)n(Cc3ccccc3)c(C)c12,-5%,15%,0,690,2.6,2.8,11,i,-6,i,60,0.5,1545,0.73,1501,0.14,0.31,0.27,-1.1
COc1ccc(C2CC(c3cccs3)=NN2C(=O)CN2CCCCC2)cc1 (stereo unspecified),-7%,-1.3%,6,664,2.1,1.2,9.9,i,2,i,56,-2.6,1053,-0.72,1569,-1.2,-0.25,-0.53,1.2
O=C(c1ccccc1)N1CCN(S(=O)(=O)N2CCCCC2)CC1,2%,-0.7%,-6,743,2.4,3.1,16,i,4,i,31,0.2,988,0.18,1280,0.1,-0.28,0.74,0.71
CC(C)(C)C(=O)C(Cc1ccccc1Cl)n1cncn1 (stereo unspecified),21%,-0.1%,-39,821,0.5,1.2,8.2,i,-5,i,28,-6.9,946,x,x,1.2,0.09,1.1,-1.4
Nc1nc(CN2CCN(Cc3ccccc3)CC2)nc(Nc2ccccc2)n1,1%,-0.1%,x,x,2.1,2.0,10,i,2,i,24,x,x,x,x,1.5,-0.047,0.79,-1.4
CC1(C)Cc2c(ccc3ccccc23)-c2nnc(-c3cccnc3)n21,7%,3.4%,x,x,1.9,1.7,7.4,i,10,i,65,2.1,1344,-0.74,1507,-0.67,-0.23,-0.73,0.64
COc1ccc(/C=N/N=C2/NC(=O)C(CC(=O)O)S2)cc1OCc1ccccc1Cl (stereo unspecified),-11%,-0.9%,35,606,1.9,3.2,10,i,-2,i,35,-0.9,1106,0.26,1429,0.14,-0.19,0.15,-0.33
CC(C)OC(=O)CSc1nc(Cc2ccccc2)nc2ccccc12,-7%,0.3%,-10,687,1.7,1.2,7.4,i,22,i,37,0.4,982,-0.42,1486,0.13,-0.1,0.028,0.21

# Part of the list above, reformatted:
Compound	PhoP inhibition	ER stress rescue	Hep lipid drop	Hep lipid drop cells 6.5 µM	MT stabilizer	MT stabilizer Hoechst-high %	MT stabilizer cytotoxicity %	Autophagy HCS	Autophagy HCS cell loss 18 h	T cell modulator	T cell modulator vesicle-bound %	bCat nuc transl	bCat nuc transl cell count 5 µM	Ins promoter up	Ins promoter up cell count	Dynein cargo inh	Dynein cargo inh cytoplasmic EGFP	Dynein cargo inh nuclear GR-EGFP	Dynein cargo inh cell count
CC1(C)Cc2c(ccc3ccccc23)-c2nnc(-c3cccnc3)n21	7%	3.4%	x	x	1.9	1.7	7.4	i	10	i	65	2.1	1344	-0.74	1507	-0.67	-0.23	-0.73	0.64
COc1ccc(/C=N/N=C2/NC(=O)C(CC(=O)O)S2)cc1OCc1ccccc1Cl (stereo unspecified)	-11%	-0.9%	35	606	1.9	3.2	10	i	-2	i	35	-0.9	1106	0.26	1429	0.14	-0.19	0.15	-0.33

# Source: PubChem (several laboratories)
